HT1080 viability = HT1080 cell viability loss – fluorescence readout (AID 620); HT1080 viability, fluorescence; higher % means a stronger effect; cytotoxicity, % at 10 µM, or EC50 in µM where a hit was titrated; 87,000 compounds, 0.42% hits; in the data active = cytotoxicity above about 50%;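 also: cells exposed to compound overnight then 4 h with Alamar Blue; 0% = vehicle DMSO and 100% = killing control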
The depositor's hits bear a star.

SMILES	HT1080 viability
CCCCCCN(C(=O)CCCCCN1C(=O)NC(c2ccc(-c3ccccc3)cc2)C(C(=O)OCc2ccccc2)=C1C)C(C(=O)NCCCC)c1ccc(OCC(=O)O)c(C(=O)O)c1 (stereo unspecified)	-12.9%
Cn1c(SCCCC(=O)c2ccc(F)cc2)nnc1-c1ccncc1	-2.7%
COC(=O)c1[nH]c2cc(OC)ccc2c1NC(=O)CCN1CCSCC1	-3.9%
COc1ccc(OC)c(NC(=O)CSc2nnc(Cn3nnc4ccccc43)n2C)c1	9.0%
CCCCn1c(SCC(=O)N2CCC(C)CC2)nc2ccsc2c1=O	13.9%
CCOc1ccc2nc(SCC(=O)c3ccccc3)sc2c1	-21.0%
Cc1ccc(O)c(-c2cc(-c3cccc(F)c3)n[nH]2)c1	-6.7%
CC1=C(C(=O)OCc2ccccc2)C(c2ccc(Cl)cc2Cl)NC(=O)N1CCCC(=O)O (stereo unspecified)	-36.4%
Cc1ccc(S(=O)(=O)NCC(=O)OC(C)C(=O)Nc2ncc(Cl)cc2Cl)cc1 (stereo unspecified)	2.8%
Cc1cc(C)nc(NC(=O)c2ccc(Cl)c(Cl)c2)n1	0.6%
CCOC(=O)c1c(C(C)(C)C)oc2ccc(O)cc12	-4.5%
Cc1[nH][nH]c(=O)c1N=Nc1ccccc1	-9.0%
Cc1ccc(-c2nnn(CC(=O)N(CC(=O)NC3CCCC3)c3ccc(F)c(Cl)c3)n2)o1	5.2%
O=S(=O)(c1ccccc1)c1nc(-c2ccco2)oc1NCc1ccccc1	-13.0%
CN(C)c1ccc(CNc2ccc3c(c2)ncn3C)cc1	3.5%
COc1ccc(S(=O)(=O)N(Cc2cc3cc(C)ccc3[nH]c2=O)CC2CCCO2)cc1 (stereo unspecified)	16.7%
Cc1ccccc1Oc1cccc(C(=O)/C(C#N)=C/N(C)C)c1	4.5%
O=c1oc2ccccc2c2c1SC(C(F)(F)F)C2 (stereo unspecified)	-1.0%
COc1ccc(-n2c(C)nc3cc(C(=O)O)ccc32)cc1	-7.1%
Clc1ccc(-c2nc(Cc3ccccc3)no2)cc1	-7.8%
CC1=C(C(=O)Nc2ccccc2)C(c2ccncc2)C(C#N)=C(SCC(=O)Nc2ccccc2)N1 (stereo unspecified)	-14.1%
CCCn1c(N)c(N2CCCCC2)c(=O)n(CC(=O)Nc2ccc(OC(F)(F)F)cc2)c1=O	-32.0%
Cn1c(N)c(C(=O)COC(=O)C2(c3ccc(Cl)cc3)CCCC2)c(=O)n(C)c1=O	-16.6%
CC(c1ccco1)N(C(=O)COc1ccccc1[N+](=O)[O-])c1ccccn1 (stereo unspecified)	19.0%
Cc1nnc(NC(=O)COc2ccccc2)s1	-14.8%
COC(=O)c1cc(Br)c(=O)n(-c2ccc(F)cc2)c1	-0.9%
O=C(NC1CCCCC1)C(c1ccc(F)cc1)N(Cc1ccc2c(c1)OCO2)C(=O)c1cnsn1 (stereo unspecified)	-4.0%
CCOC(=O)c1c(NS(=O)(=O)c2ccc(Br)cc2)sc2c1CCC2	4.9%
CCCNc1cc(C)c(C#N)c2nc3ccccc3n12	-10.8%
COC(=O)[C@@]1(Cc2ccccc2)[C@H]2c3cc(C(=O)N(C)C)n(Cc4cc(F)c(F)c(F)c4)c3C[C@H]2CN1C(=O)c1ccccc1	-19.4%
Cc1ccc2c(c1)N1C(=O)c3ccccc3C1C1=C(CC(C)(C)CC1=O)N2 (stereo unspecified)	8.4%
CCOC(=O)c1c(C)[nH]c(C(=O)COC(=O)CSC)c1C	-3.2%
CS(=O)(=O)Nc1ccc(C(=O)N2CCCC2)cc1	-2.0%
C=CCNC(=O)c1ccc(Cn2c(=S)[nH]c3cc4c(cc3c2=O)OCO4)cc1	-3.4%
Cc1ccc2[nH]c3c(=O)n(CCC4=CCCCC4)cnc3c2c1	-6.0%
CC1(C)Cc2nc3sc(C(=O)NCCO)c(N)c3cc2CO1	15.2%
Cc1cc(=O)n2c(nc3ccccc32)[nH]1	6.3%
COc1ccc(C(=O)Nc2nc(-c3cccs3)c(NC(C)=O)s2)cc1	33.8%
CC1(C)CC(=O)c2c(oc3cc4c(cc23)OCO4)C1	6.6%
CN(C)S(=O)(=O)c1ccc(C(=O)NCCOc2ccc(F)cc2)cc1	-14.9%
O=C(Nc1cccc(NC(=O)c2ccc(-c3ccc(Br)cc3)o2)c1)c1ccccc1	5.6%
O=C(OCC(=O)N1CCN(c2ccccc2)CC1)c1ccc2ccccc2n1	-13.1%
O=C1C2C3C=CC(C3=C(c3ccccc3)c3ccccc3)C2C(=O)N1CCO (stereo unspecified)	-7.5%
Cc1cc(NC(=O)CN2CCN(c3ccc(O)cc3)CC2)no1	-6.0%
CCC(C)(C(=O)NC1CCCCC1)N(Cc1ccco1)C(=O)c1ccccn1 (stereo unspecified)	4.6%
CC(Nc1ccc(Cl)cc1)c1cc(Cl)ccc1O (stereo unspecified)	-2.9%
CCCCN(C)Cc1c(C)[nH]c2ccc(C)cc2c1=O	-9.4%
COc1ccc(-c2oc(NC(=O)CCl)c(C#N)c2-c2ccc(OC)cc2)cc1	-1.9%
N#C/C(=C\c1ccc(OCc2ccccc2)cc1)C(=O)Nc1nc2c(s1)CCN(Cc1ccccc1)C2	-1.7%
CCCC(=O)NC(Nc1ccc(S(=O)(=O)Nc2cc(C)on2)cc1)(C(F)(F)F)C(F)(F)F	-3.5%
CC(C)CCN(C)c1ccc(/C=N/n2cnnc2)cc1	-8.1%
CCOC(=O)CCSc1nc(C)c2cc(C)c(C)cc2n1	-3.7%
O=C1C2C3C=CC(C2C(=O)N1C1CCCCC1)C1C(=O)N(C2CCCCC2)C(=O)C31 (stereo unspecified)	-21.7%
Cc1ccc(C)c(NC(=S)NNC(=O)c2csc(C(C)C)c2)c1	-9.1%
Cc1ccc(-c2nn(Cc3ccccc3)cc2/C=C/C(=O)O)cc1C	2.4%
O=C(CSC1=Nc2ccccc2C2=NC(Cc3c[nH]c4ccccc34)C(=O)N12)NC1CCCCC1 (stereo unspecified)	19.6%
CC/S(CC1CC1(Cl)Cl)=N\S(=O)(=O)c1ccc(C)cc1 (stereo unspecified)	3.1%
COc1cccc2cc(C(=O)N3CCCCC3C)c(=O)oc12 (stereo unspecified)	5.6%
COc1ccccc1C(=O)OCCN1CCOCC1	-10.6%
Cc1cc2c(c(SCC(=O)NCCc3ccccc3)n1)C(=O)OC2	-11.5%
New compounds follow.
SMILES	HT1080 viability
CC(=O)OCC(=O)NCC(=O)c1c[nH]c2ccccc12	1.1%
CN1C[C@@H]2C(c3ccc(Cl)nc3)C3(c4cccnc4)CC2(C3)[C@H]1c1ccccc1 (stereo partly specified)	-0.2%
CN1C(=O)c2ccccc2C(C(=O)O)C1c1cccc(Cl)c1 (stereo unspecified)	7.1%
CC(C)n1c(=S)[nH]c2ccccc2c1=O	-10.6%
CC(=O)N1CC=CC1(C)C(=O)NCc1ccc(C)o1 (stereo unspecified)	-11.0%
CCOc1ccc(C(=O)OCCN(C)C)cc1	-7.4%
C[C@@H](C(=O)Nc1ccc2ccccc2c1)[C@H]1C[C@]1(C)[C@H](NS(=O)(=O)c1ccc(-c2ccccc2)cc1)c1ccccc1	-16.5%
Cc1ccc(NC(=O)N2CCCC2C(=O)Nc2ccc(-n3cnnn3)c(C)c2)cc1 (stereo unspecified)	17.6%
Nc1nonc1-c1nc2ccccc2n1CC(=O)O	0.0%
CSc1nc(-c2ccccc2)nn1S(=O)(=O)c1ccc(Cl)cc1	4.7%
CC(C)(C)c1ccc(C(=O)Oc2ccc3c(c2)OCC3=O)cc1	-20.9%
Clc1ccc(-c2csc(N3CCN(c4ccccc4)CC3)n2)cc1	-24.6%
C=CCN1C(=O)C(Cc2ccc(OCC)cc2)S/C1=N\N=C\c1cccs1 (stereo unspecified)	0.5%
Cc1ccc(S(=O)(=O)N2CCC(C(=O)NCc3cccnc3)CC2)cc1	-1.1%
CCOc1ccc(NCC(=O)Nc2ccc(Cl)cc2C)cc1	10.2%
CC1=C(C(=O)OCc2ccccc2)C(c2ccc(Br)cc2)NC(=O)N1CCCC(=O)O (stereo unspecified)	-12.6%
COc1ccc(CNC(=O)C2CCCN2S(=O)(=O)c2ccc(Cl)cc2)cc1 (stereo unspecified)	-4.9%
CNC(=O)N1CCN(C(=O)NC)CC1	-8.6%
Cc1cc(NC(=O)CCC(=O)N(c2ccccc2)C(C(=O)NC2CCCC2)c2ccccc2)no1 (stereo unspecified)	-12.8%
CCC1=C(OC(=O)N(CC)CC)N2C(=O)OC(=NCC(=O)OC)[C@]2(C)[C@H]2C1=CC[C@H]1C(=O)NC(=O)[C@H]12	-8.8%
COc1cccc(NC(=O)CCCn2c(=S)[nH]c3ccccc3c2=O)c1	-10.1%
Cc1cccc2nc(CSc3nnc4ccccn34)cn12	-0.9%
CCCc1nn(-c2ccccc2)c2c1C(c1cccs1)C(C#N)=C(N)O2 (stereo unspecified)	-9.5%
O=C(CCc1nc(-c2ccccc2)no1)NCCc1ccccc1	-13.9%

Given with each value named: 4 of the compounds above.
Molecule: C=CCN1C(=O)C(Cc2ccc(OCC)cc2)S/C1=N\N=C\c1cccs1 (stereo unspecified)
  HT1080 viability: 0.5%
Molecule: Cc1cccc2nc(CSc3nnc4ccccn34)cn12
  HT1080 viability: -0.9%
Molecule: CCOc1ccc(NCC(=O)Nc2ccc(Cl)cc2C)cc1
  HT1080 viability: 10.2%
Molecule: CCCc1nn(-c2ccccc2)c2c1C(c1cccs1)C(C#N)=C(N)O2 (stereo unspecified)
  HT1080 viability: -9.5%

(listing goes on)
SMILES	HT1080 viability
O=C(CN(Cc1ccccc1)C(=O)c1cc2c(s1)CCC2)NCc1cccs1	-14.9%
O=S(=O)(/N=C(\Sc1ccccc1)c1ccccc1)c1ccc(Cl)cc1	-20.6%
CCc1nc(C)ccc1OCC(=O)N(CC)CC	1.2%
COCCCn1[nH]c2c3c(ccc2c1=O)C(=O)c1ccccc1C3=O	-9.1%
O=c1c2ccccc2nc(-c2ccc(Cl)cc2Cl)n1CCCn1ccnc1	-11.5%
O=C(NCCc1ccc(O)cc1)c1ccc(Cl)cc1	-2.9%
C=CCNC(=O)C(=O)NN=C1CCN(C)CC1	31.4%
COc1ccc(CCNC(=O)CSc2nc(O)c(CCC(C)C)c(=O)[nH]2)cc1OC	-1.0%
CCCCCNC(=O)CC1Nc2c3ccccc3nc(=S)n2C1=O (stereo unspecified)	11.0%
CCc1cccc(C)c1N(C(=O)Cn1c(COC)nc2ccccc21)C(C)COC (stereo unspecified)	-10.8%
COc1ccc(CNC(=O)C(C)Cc2ccccc2)cc1O (stereo unspecified)	5.5%
CCNc1nc(NCC)nc(OCCOC(=O)COc2ccc(Cl)cc2Cl)n1	6.2%
Cc1nc2ccccc2c2nc(N)nn12	-0.6%
COc1cccc(CNC(=O)C2CCCN(S(=O)(=O)c3cccc4nonc34)C2)c1 (stereo unspecified)	-0.4%
CC(=O)Nc1nc(S(=O)(=O)c2ccc(C)cc2)c(Cl)s1	-20.8%
CCOC(=O)C1=C(C)N(CCCCCC(=O)O)C(=O)NC1c1ccccc1OS(=O)(=O)c1ccc(C)cc1 (stereo unspecified)	-0.7%
COCc1cc(C)nc(N2CCNCC2)c1C#N	-1.4%
O=C(c1nn(-c2ccccc2)c(=O)c2ccccc12)N1CCN(c2ccccn2)CC1	-7.8%
CC(C)[C@H](NS(=O)(=O)c1ccccc1)C(=O)OCC(=O)NC(=O)c1cccn1C	0.2%
CCOC(=O)c1c(-c2ccco2)csc1NC(=O)CSc1nnc(N)s1	-10.3%
COc1cccc(C2C(C(C)=O)=C(O)C(=O)N2CCc2c[nH]c3ccccc23)c1 (stereo unspecified)	19.1%
Clc1ccccc1CSc1nnc(-c2ccncc2)o1	-5.3%
CCOC(=O)c1nnn(CC(=O)N2N=C(c3ccc(Cl)cc3)CC2c2ccc(OC)cc2)c1C(=O)OCC (stereo unspecified)	2.6%
NC(=O)c1ncc(C(F)(F)F)cc1Oc1ccc(F)cc1	1.4%
COC(=O)C1=C(C)N(CCCC(=O)O)C(=O)NC1c1ccc(Br)cc1 (stereo unspecified)	-23.2%
COC(=O)[C@@]1(Cc2ccc(F)cc2)[C@H]2c3cc(C(=O)N4CCCC4)n(Cc4cc(F)cc5c4OCOC5)c3C[C@H]2CN1C(=O)c1ccccc1	3.2%
Cc1cc(CNC(=O)[C@H](C)[C@H]2C[C@]2(C)[C@H](NC(=O)OCc2ccccc2)c2ccccc2)nn1C	2.7%
N#CC1=C2SCC(O)(c3ccccc3)N2C(=O)CC1c1ccccc1F (stereo unspecified)	4.1%
COc1ccc(NC2CS(=O)(=O)CC2NCc2ccccc2)cc1 (stereo unspecified)	19.0%
Cn1c(Cc2cccs2)nnc1SCC(=O)N1CCCc2ccccc21	-7.5%
CC1(C)CC(=O)C(/C=N/n2c(C(F)(F)F)nc3ccccc3c2=O)=C(O)C1	10.1%
Cc1ccc(CNC(=O)COC(=O)c2cnccn2)cc1	-4.7%
CC(C)(C)C(=O)Nc1ccc(C(=O)Nc2cccnc2)cc1	-15.8%
Cc1ccc(CN=Cc2[nH]c3ccc(Br)c(Cl)c3c2O)cc1	-29.5%
O=C1c2ccccc2NC(c2ccc(Cl)cc2Cl)N1Cc1ccccc1 (stereo unspecified)	2.0%
N#Cc1ccc(C(c2nnnn2Cc2ccccc2)N2CCCC2)cc1 (stereo unspecified)	-15.8%
COC(=O)c1c(N)n(CCCN2CCOCC2)c2nc3ccccc3nc12	-6.8%
O=C(Nc1cccn(Cc2ccccc2)c1=O)NC1CCCCC1	-25.0%
CCCCC(c1nnnn1CCOC)N1CCN(CC)CC1 (stereo unspecified)	-11.8%
CCC(C)NC(=O)CSc1ncccc1C(=O)O (stereo unspecified)	10.4%

Some of these compounds in order of heavy-atom count, rising:
SMILES	HT1080 viability
CCC(C)NC(=O)CSc1ncccc1C(=O)O (stereo unspecified)	10.4%
Cc1ccc(CNC(=O)COC(=O)c2cnccn2)cc1	-4.7%
CCCCC(c1nnnn1CCOC)N1CCN(CC)CC1 (stereo unspecified)	-11.8%
O=C(Nc1cccn(Cc2ccccc2)c1=O)NC1CCCCC1	-25.0%
N#Cc1ccc(C(c2nnnn2Cc2ccccc2)N2CCCC2)cc1 (stereo unspecified)	-15.8%
COC(=O)c1c(N)n(CCCN2CCOCC2)c2nc3ccccc3nc12	-6.8%

Bioassay records deposited in PubChem by Sanford-Burnham Center for Chemical Genomics.

Not all compounds are listed (hit frequency here may not be typical).
